# ROMK primary – ROMK potassium channel modulators, primary screen, cell-based, thallium flux, MLSMR library. AID 1918, 2009. 130,000 tested, 2% active. Tet-inducible ROMK, thallium flux fluorescence; actives lie on both sides. B-score at 10 µM;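 active means signal ratio slope over the read window, or its plate-corrected B-score, at least 3 SD from the plate mean, either direction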;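 further: B-score of the F/F0 ratio slope over 7 to 12 s after thallium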
# S1P3 antagonist – S1P3 receptor antagonists, primary screen, cell-based. inhibition, % at 4.98 µM. 170,000 tested, 0.27% active. CHO S1P3 NFAT-BLA reporter, FRET fluorescence, antagonist mode;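 active means inhibition above the plate cutoff, the mean inhibition of test wells on that plate plus 3 SD, cut at about 28% in these data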;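 further: cells challenged with S1P at its EC80 of 0.8 µM; blue over green emission ratio from cleaved BLA substrate after 4 h stimulation; 0% = S1P-stimulated wells and 100% = unstimulated DMSO-only wells; some compounds past the cut are filed as inactive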
# TR-FRET SRC-2 ct – TR-FRET signal artefacts, primary screen, artefact control for PPARgamma SRC-2 agonist project, biochemical; TR-FRET ratio at 8 µM; 200,000 tested, 0.4% active; TR-FRET artefact counter-screen; hits give high values; in the data active means TR-FRET ratio above about 2000; further: inactives centre near 1500
# bIAP act – bovine intestinal alkaline phosphatase activators, primary screen, biochemical, bovine IAP, CDP-star luminescence. alkaline phosphatase, intestinal [Bos taurus]. purified bovine IAP, 30 min; hits give high values; fold of DMSO-control signal, blank-subtracted. activation factor at 20 µM. 200,000 tested, 0.17% active. AID 1016, 2008;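 active means activation factor of 2 or more at 20 µM, a signal rise over negative controls twice the positive control's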
# bIAP inh – bovine intestinal alkaline phosphatase inhibitors, primary screen, selectivity assay for TNAP inhibitor project, biochemical, bovine IAP, CDP-star luminescence; alkaline phosphatase, intestinal [Bos taurus]; purified bovine IAP, 30 min; inhibition, % at 20 µM; 190,000 tested, under 10 active; AID 1019, 2008;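 active means over 50% inhibition of intestinal alkaline phosphatase at 20 µM in the single-dose screen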
#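 Assay system – bovine IAP enzyme · Quantity – bovine IAP at 1/65,000,000 final dilution · Detection – CDP-star luminescence signal · Times – 30 min reaction at room temperature · Also added – CDP-star substrate at 30 µM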
# DTT redox prof – compounds producing H2O2 with reducing agent – biochemical, NIH compound library profiling, artefact control for MLSCN library redox annotation, primary screen; DTT-dependent redox cycling H2O2, phenol red/HRP absorbance; 100% = 100 µM peroxide control, 0% = buffer; activation, % at 10 µM; 200,000 tested, 0.03% active;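 active means activation of at least 50% relative to the plate's high and low controls in the primary single-dose screen; inactive means activation below 50%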;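 further: compound incubated with DTT at 0.8 mM final as the reducing agent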
# PPARg SRC-2 ag – agonists of PPARg-SRC-2 recruitment, primary screen, biochemical, HTS. Peroxisome proliferator-activated receptor gamma (Homo sapiens), P37231. PPARgamma LBD-SRC-2 recruitment. 200,000 tested, 0.34% active. activation, % at 8 µM; in the data active means activation above about 22%;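 further: 0% = vehicle and 100% = reference agonist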
# PPARg SRC-3 ag – PPARgamma agonists recruiting SRC-3 coactivator, primary screen, biochemical; Peroxisome proliferator-activated receptor gamma (Homo sapiens), P37231; biochemical PPARgamma/SRC-3 coactivator recruitment assay; activation, % at 8 µM; 200,000 tested, 0.26% active; in the data active means activation above about 23%;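 further: 0% = DMSO and 100% = reference agonist; some compounds past the cut are filed as inactive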
# Lmaj promast – Leishmania major promastigote growth inhibition, primary screen; 200,000 tested, 9% active; inhibition, % at 10 µM; AID 1063, 2008; Leishmania major promastigotes, resazurin fluorescence viability; in the data active means inhibition above about 50%;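 further: promastigotes grown with compound for 44 hours at 28 °C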
# PPARg SRC-1 ag – PPARgamma agonists recruiting SRC-1 coactivator, primary screen, biochemical; Peroxisome proliferator-activated receptor gamma (Homo sapiens), P37231; PPARgamma-SRC-1 coactivator recruitment biochemical assay; activation, % at 8 µM; 200,000 tested, 0.41% active; AID 631, 2007; in the data active means activation above about 19%;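 further: 0% = DMSO and 100% = reference agonist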
# TLR4-MyD88 BLA – inhibitors of TLR4-MyD88 association in cells, primary screen, cell-based, HeLa CL3-4, BLA complementation, FRET ratio; Toll-like receptor 4 (Homo sapiens) + Myeloid differentiation primary response protein …; HeLa CL3-4 TLR4/MyD88 BLA complementation; inhibition, % at 8.4 µM; 200,000 tested, 0.18% active; AID 861, 2007; in the data active means inhibition above about 25%;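 further: 0% = vehicle and 100% = reference inhibitor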
# Target sequence (O00206 whole entry, looked up): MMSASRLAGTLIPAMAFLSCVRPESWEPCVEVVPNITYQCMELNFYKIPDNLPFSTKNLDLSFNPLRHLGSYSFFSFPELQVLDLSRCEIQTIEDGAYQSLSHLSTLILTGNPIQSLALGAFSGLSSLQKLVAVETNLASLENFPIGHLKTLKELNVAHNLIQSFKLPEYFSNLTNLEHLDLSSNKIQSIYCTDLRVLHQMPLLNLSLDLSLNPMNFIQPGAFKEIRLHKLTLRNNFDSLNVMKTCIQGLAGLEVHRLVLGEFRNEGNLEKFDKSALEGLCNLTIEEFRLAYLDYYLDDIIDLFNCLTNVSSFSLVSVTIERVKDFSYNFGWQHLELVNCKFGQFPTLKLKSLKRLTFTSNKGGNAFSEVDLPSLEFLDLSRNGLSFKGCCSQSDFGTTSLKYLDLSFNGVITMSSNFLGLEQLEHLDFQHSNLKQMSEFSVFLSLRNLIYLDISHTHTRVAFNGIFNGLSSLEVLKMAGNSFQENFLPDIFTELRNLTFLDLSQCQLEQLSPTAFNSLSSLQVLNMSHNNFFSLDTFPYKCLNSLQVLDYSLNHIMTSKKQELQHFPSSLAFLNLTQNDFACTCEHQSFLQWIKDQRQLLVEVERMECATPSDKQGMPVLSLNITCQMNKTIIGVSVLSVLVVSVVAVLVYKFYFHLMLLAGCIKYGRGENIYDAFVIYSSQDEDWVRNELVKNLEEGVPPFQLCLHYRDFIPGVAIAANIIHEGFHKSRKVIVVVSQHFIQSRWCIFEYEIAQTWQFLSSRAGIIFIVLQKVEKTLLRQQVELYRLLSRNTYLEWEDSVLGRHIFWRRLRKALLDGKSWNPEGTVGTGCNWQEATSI
# Target sequence (Q99836 whole entry, looked up): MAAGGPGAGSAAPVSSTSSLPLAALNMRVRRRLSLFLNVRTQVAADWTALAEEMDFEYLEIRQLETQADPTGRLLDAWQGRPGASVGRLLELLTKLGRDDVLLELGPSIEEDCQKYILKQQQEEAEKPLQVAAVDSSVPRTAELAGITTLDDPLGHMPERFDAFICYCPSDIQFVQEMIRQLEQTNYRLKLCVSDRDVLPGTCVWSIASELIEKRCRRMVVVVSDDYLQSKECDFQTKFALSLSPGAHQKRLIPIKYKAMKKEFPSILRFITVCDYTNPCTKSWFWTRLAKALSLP
# * = called active by the depositor; . = not tested or not shown. An unsorted share of the library, and some 11% of all compounds hit somewhere here.
compound,ROMK primary,S1P3 antagonist,TR-FRET SRC-2 ct,bIAP act,bIAP inh,DTT redox prof,PPARg SRC-2 ag,PPARg SRC-3 ag,Lmaj promast,PPARg SRC-1 ag,TLR4-MyD88 BLA
CCn1ncc(C2=NOC(C(=O)Nc3ccc(C)cc3)C2)c1C (stereo not given),1.9,.,1655,1,-1,0.2,17,5,0,0,6
Cc1cccc(-n2c(O)c(C=NC3CCS(=O)(=O)C3)c3ccccc3c2=O)c1 (stereo not given),.,.,1549,1.1,-12,1.9,1,3,-6,12,2
O=C(N/N=C/c1cc2c(cc1Br)OCO2)c1cccnc1,-0.23,-7,1460,0.9,9,-0.1,-6,-5,2,5,-10
CCOC(=O)N1CCC(n2c(SCC(=O)NCCC3=CCCCC3)nc3ccccc3c2=O)CC1,-7*,.,1509,1.2,-15,1.1,2,-7,70*,0,-2
NC(=O)COc1ccc(/C=N/NC(=O)C2CCCN2S(=O)(=O)c2ccc(Cl)cc2)cc1 (stereo not given),-0.094,.,1308,1,1,0.2,1,-2,-5,1,-4
CCCCn1c(-c2ccc([N+](=O)[O-])cc2)n[nH]c1=S,.,.,1313,0.7,25,-0.3,-2,8,1,-4,-7
Cc1ccc(C(=O)COC(=O)c2cnccn2)cc1C,0.094,0,1621,1,1,-1.8,-4,1,17,-5,-7
Clc1cccc(C2CCN(Cc3nc(COc4ccccc4)no3)C2)c1 (stereo not given),-0.39,-3,1656,0.9,13,0.5,4,7,-6,7,-13
O=C(CCn1c(=O)c2sccc2n(CC(=O)NCc2ccco2)c1=O)NCc1ccccc1,.,-64,1503,1,1,-0.8,-8,3,2,-3,1
CCOC(=O)c1[nH]c(Cc2[nH]c(C(=O)OCC)c(C)c2CCC(=O)OC)c(CCC(=O)OC)c1C,-0.31,31,1488,1,0,1.4,4,-3,35,6,-4
CSc1nc(C)cc(OCCO)n1,-0.076,.,1461,0.9,8,1.5,-3,-6,10,-6,4
Cc1cc(C)cc(N(CC(=O)N2CCN(c3ccccc3)CC2)S(=O)(=O)c2c(C)noc2C)c1,.,32,1445,1.1,-8,-1.1,-3,2,10,5,-2
COc1cccc(C(=O)NC2CCSC2=O)c1 (stereo not given),0.13,0,1702,0.9,8,-0.7,5,9,-4,8,1
COc1ccc(N2CCN(C(=O)COc3ncnc4ccccc34)CC2)cc1,-0.28,3,1663,1.1,-6,-1.9,11,6,0,-3,2
CN(C(=O)c1ccccn1)c1nnc(-c2cnccn2)s1,0.34,3,1539,1,-2,0.0,-5,-1,-1,-4,8
CC12COC3(C(=O)Nc4ccc(Cl)cn4)CC1CCC32C (stereo not given),.,-20,1519,0.9,8,-3.6,6,10,7,0,-1
O=S(=O)(c1ccccc1)N1CCN=C1SCc1ccccc1,-1.3,5,1588,0.9,12,-0.1,11,-2,35,2,18
Cc1ccc2nc(-c3ccc(NC(=O)C4CCCO4)cc3)[nH]c2c1 (stereo not given),.,.,1491,1.1,-10,0.1,5,13,35,3,11
CCn1c(SCC(=O)NCC(=O)Nc2ccc(F)cc2)nnc1-c1cccs1,.,-36,1503,0.9,8,2.7,2,2,-3,-3,5
Cc1ccc(NC(=O)COC(=O)/C(=C/c2cccs2)c2cccs2)cc1S(=O)(=O)N(C)C,0.056,-9,1645,1,-2,-0.4,7,2,3,2,-2
CCS(=O)(=O)NCc1cn2c(C)csc2n1,.,18,1483,1,5,1.6,0,-2,-8,-2,-2
O=C(Nc1nc2c(s1)CCCC2)c1nn(Cc2ccccc2)c(=O)c2ccccc12,.,-13,1570,1,-5,2.6,-1,-2,34,-7,0
C=CCn1c(N)cc(=O)nc1SCC(=O)N(c1ccccc1)c1ccccc1,1.4,-8,1639,1.1,-10,-0.9,-4,0,-5,-6,6
COc1ccc(OC)c(NC2c3ncccc3C(=O)N2Cc2ccco2)c1 (stereo not given),0.15,21,1554,1.1,-5,-1.2,4,3,4,3,3
COC(=O)COC(=O)c1ccc(-n2nnnc2SC)cc1,0.62,-16,1434,1,-5,0.1,1,5,-3,2,-9
CCN(CC)CCNC(=O)NC1CCCCC1,-0.83,-24,1701,0.9,9,-2.0,10,7,-6,13,9
CC(C)c1onc(C(=O)NC2CCCCC2)c1[N+](=O)[O-],0.23,11,1682,0.8,19,0.5,-1,3,-1,7,-5
CC(C)c1ccc(NC(=O)CSc2nc3c(c(=O)[nH]2)CCC3)cc1,0.2,-31,1638,1,4,-0.7,3,1,-7,-9,6
CCn1c(N2CCN(C(=S)Nc3ccc(OC)cc3)CC2)nc2ccccc21,-2.8,-7,1573,1,0,-2.2,10,7,-2,7,-7
c1ccc(N2CCN(c3ccccc3)C2c2ccncc2)cc1,.,.,1503,1,1,-2.1,14,15,82*,0,-12
Cc1occc1-c1nnc(SCC(=O)Nc2ccccn2)o1,0.034,-12,1689,1.1,-8,-0.6,4,4,7,5,-6
CCC(Sc1nc(-c2cccc(OC)c2)c(C#N)c(=O)[nH]1)C(=O)Nc1nnc(C(C)C)s1 (stereo not given),.,-10,1618,1.1,-7,-0.5,6,1,-8,3,-5
COc1ccc(N2C(=O)C3CCCN3C2c2ccccc2)cc1 (stereo not given),.,-7,1788,1,2,-1.3,0,1,-6,-1,4
O=C1CN(C(=O)COc2ccc(F)cc2Br)c2ccccc2N1,-0.068,-7,1478,1.1,-11,-0.5,-5,-2,-2,-1,-8
Cc1c(NC(=O)c2cccc(F)c2)c(=O)n(-c2ccccc2)n1C,0.42,23,1677,0.9,6,-1.1,8,3,-4,2,-16
COc1cc(NC(=S)NCCN2CCOCC2)cc(OC)c1OC,0.8,-12,1600,0.8,18,-3.5,-7,-3,-1,2,7
S=C(NCCc1ccccc1)N/N=C/c1cccc(Cl)c1Cl,.,-6,1607,0.9,9,2.2,5,5,-10,4,7
Cn1nc(OC(=O)Nc2cccc(Cl)c2)cc1C(F)(F)F,-0.8,.,1644,0.9,7,0.2,2,-4,6,6,3
CCOc1cc(CNc2ccc(Br)cc2)cc(Br)c1OCC(=O)NC(C)(C)C,-0.5,.,1592,1.1,-11,0.0,3,11,5,-1,-1
CS(=O)(=O)N(CC(=O)N1CCCC1)c1cccc(Cl)c1Cl,-0.45,2,1557,1,2,-1.1,-3,-9,-4,-5,-2
CCCCNC(=O)CCSc1nc2nc(C)cc(C)n2n1,.,-21,1665,1,3,1.3,5,-9,-6,1,-19
O=C(O)c1ccc2c3c(cccc13)C(=O)N(c1cccc3ccccc13)C2=O,-0.2,-5,1650,1.2,-15,0.2,2,5,-5,12,-11
CC(=O)Nc1nnc(SCC(=O)N2CCN(Cc3ccccc3)CC2)s1,-0.6,.,1647,1.5,-53,-0.9,5,2,-5,10,1
O=C(/C=C/c1ccco1)c1ccccc1O,.,-9,1420,0.9,14,-0.5,-5,3,12,4,15
Cc1ccc(SCCNC(=O)/C=C/c2cccc([N+](=O)[O-])c2)cc1,-0.51,-2,1422,1,4,0.2,4,1,-2,4,12
Cc1ccc(C2OCC3(CO2)COC(c2ccc(C)cc2)OC3)cc1 (stereo not given),.,-8,1576,1,1,0.7,-2,3,-3,-3,-8
Cc1ccc2nc(Cl)c3cc(C(=O)N(CCN(C)C)Cc4ccco4)sc3c2c1,-0.14,-4,1393,1,-2,-0.5,-14,-5,65*,-4,-8
Cc1ccc(C(=O)N/C(=C\c2ccc(-c3ccc([N+](=O)[O-])cc3)o2)C(=O)NC2CCS(=O)(=O)C2)cc1 (stereo not given),.,11,1414,1,0,1.4,-1,8,-2,4,25
Cc1cccc(Nc2nc(NCC3CCCO3)nc(N)c2[N+](=O)[O-])c1 (stereo not given),.,-3,1646,0.9,13,1.0,9,3,6,3,-22
Cc1ccc(CC(=O)Nc2ccc(OC(F)F)c(Cl)c2)cc1C,0.56,-4,1623,1,3,0.6,-6,2,91*,6,13

# Continued:
compound,ROMK primary,S1P3 antagonist,TR-FRET SRC-2 ct,bIAP act,bIAP inh,DTT redox prof,PPARg SRC-2 ag,PPARg SRC-3 ag,Lmaj promast,PPARg SRC-1 ag,TLR4-MyD88 BLA
N#C/C(=C/c1ccco1)c1nc2ccccc2s1,-0.15,-3,1689,1,0,-0.2,0,10,57*,-5,-2
O=C(Nc1ccc2nc(-c3cccnc3)[nH]c2c1)c1ccco1,.,-40,1470,0.9,8,-0.8,-2,4,-5,4,13
C/C(=N\NC(=O)Cn1ccc(C(F)(F)F)n1)c1ccco1,0.54,-11,1619,0.9,9,0.6,7,2,-4,11,-17
c1coc(CNCc2cccs2)c1,.,.,1532,0.8,17,0.5,4,12,0,6,-14
COCCn1c(=NC(=O)c2cc(-c3cccs3)nc3ccccc23)sc2cc(S(N)(=O)=O)ccc21,0.0071,12,1698,0.9,8,-0.4,3,1,41,5,-5
CCOc1ccccc1-n1c(=O)c2ccccc2c2ccccc2c1=O,-2.7,-5,1660,1,2,0.2,9,1,77*,4,-11
CC(C)NC(=S)NCc1cccs1,0.4,-3,1472,0.9,5,-1.9,-2,-8,6,1,4
O=C(CCCCCNC(=O)c1ccccc1Cl)N/N=C/c1ccco1,-0.016,6,1575,1,-4,-0.1,14,2,-4,7,5
Cc1ccc(-c2nc3ccccc3n3c(C)nnc23)cc1,-0.004,.,1561,0.9,10,-0.5,-6,6,-2,3,6
CSCCC(NS(=O)(=O)c1ccc(Cl)c(Cl)c1)C(=O)O (stereo not given),0.58,4,1650,1,1,8.4,2,-3,-7,-1,10
CCC1SC(CC)C(=O)N(CC(=O)NCc2ccc(F)cc2)C1=O (stereo not given),1.5,-24,1571,0.9,13,-0.6,12,2,-8,2,11
CCOC(=O)c1ccc(N2C(=O)C(C)=C(C)C2=O)cc1,.,4,1467,0.9,8,0.2,0,3,-7,-3,7
Cc1cc(C)n2nc(S(=O)(=O)Nc3c(Cl)cccc3Cl)nc2n1,0.72,-4,1430,0.9,14,-0.2,-4,1,-5,-3,2

# Another view of some results above:
# Values in the order: ROMK primary | S1P3 antagonist | TR-FRET SRC-2 ct | bIAP act | bIAP inh | DTT redox prof | PPARg SRC-2 ag | PPARg SRC-3 ag | Lmaj promast | PPARg SRC-1 ag | TLR4-MyD88 BLA
> CCC1SC(CC)C(=O)N(CC(=O)NCc2ccc(F)cc2)C1=O (stereo not given)
  1.5 | -24 | 1571 | 0.9 | 13 | -0.6 | 12 | 2 | -8 | 2 | 11
> CSCCC(NS(=O)(=O)c1ccc(Cl)c(Cl)c1)C(=O)O (stereo not given)
  0.58 | 4 | 1650 | 1 | 1 | 8.4 | 2 | -3 | -7 | -1 | 10

# Bioassay records deposited in PubChem by several laboratories.
